STK33 inh: human STK33 kinase inhibition | purified STK33, MBP phosphorylation, ADP-Glo luminescence | inhibition, % at 10 µM | hit rate 0.073% among 320,000;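 active = inhibition at or above 25%, using the most active replicate where run in duplicate; inactive = inhibition below 25%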
Target sequence (Q9BYT3 whole entry, looked up): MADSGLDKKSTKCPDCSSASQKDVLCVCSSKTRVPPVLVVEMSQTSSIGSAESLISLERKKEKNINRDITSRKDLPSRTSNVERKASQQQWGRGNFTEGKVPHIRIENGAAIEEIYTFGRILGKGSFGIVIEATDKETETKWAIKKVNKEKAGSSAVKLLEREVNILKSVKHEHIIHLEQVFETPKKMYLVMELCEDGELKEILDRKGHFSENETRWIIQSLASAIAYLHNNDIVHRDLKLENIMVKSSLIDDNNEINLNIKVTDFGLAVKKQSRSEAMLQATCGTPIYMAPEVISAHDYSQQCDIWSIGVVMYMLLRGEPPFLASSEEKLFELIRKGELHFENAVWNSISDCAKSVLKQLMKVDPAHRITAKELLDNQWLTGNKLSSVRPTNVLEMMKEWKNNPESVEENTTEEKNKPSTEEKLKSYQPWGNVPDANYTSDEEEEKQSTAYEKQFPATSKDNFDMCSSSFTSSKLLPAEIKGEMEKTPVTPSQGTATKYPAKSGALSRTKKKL
OX1R FRET antag: OX1R (human) antagonism. OX1R-expressing cells, FRET antagonist read-out. inhibition, % at 6.6 µM. hit rate 1.8% among 330,000. AID 485270; in the data active = inhibition mostly above about 38%, no sharp cut-off; inactive = mostly below about 40%;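 note: 0% = agonist challenge alone and 100% = reference antagonist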
Target sequence (O43613 whole entry, looked up): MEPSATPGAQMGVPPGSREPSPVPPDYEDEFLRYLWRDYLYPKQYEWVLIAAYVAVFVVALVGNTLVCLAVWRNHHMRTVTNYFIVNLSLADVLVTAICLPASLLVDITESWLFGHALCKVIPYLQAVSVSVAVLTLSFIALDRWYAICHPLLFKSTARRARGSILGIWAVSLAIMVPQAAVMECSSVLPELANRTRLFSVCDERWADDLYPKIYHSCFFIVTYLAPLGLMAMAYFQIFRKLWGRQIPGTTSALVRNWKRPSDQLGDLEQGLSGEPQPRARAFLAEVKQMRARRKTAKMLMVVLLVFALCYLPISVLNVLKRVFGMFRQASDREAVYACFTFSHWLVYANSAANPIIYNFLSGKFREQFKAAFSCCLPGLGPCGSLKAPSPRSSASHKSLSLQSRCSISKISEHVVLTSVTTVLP
Starred values were filed as active, the others as inactive; / = not tested or not shown. An unsorted share of the library; any-hit rate near 1.8%.

SMILES | STK33 inh | OX1R FRET antag
CCNC(=S)N/N=C(\C)c1cc2ccccc2o1 | -1.9 | 16.2
COc1ccc(CCNC(=O)CSc2nnc(-c3ccc(F)cc3)c3ccccc23)cc1OC | -1.8 | 20.4
COc1ccc(C)cc1S(=O)(=O)N(C)CC(=O)NC1CCCCCC1 | 1.7 | 14.7
O=C(CSc1nnc(N2CCCC2)n1-c1ccccc1Cl)N1CCN(c2ccccn2)CC1 | / | 0.5
CCN(CC)C(=O)c1ncn(C)c1C(=O)N(CC)CC | -0.3 | 4.1
COc1ccc(S(=O)(=O)N2CCCCC2)cc1NC(=O)c1cccs1 | -1.4 | 14.7
Cc1ccc(Cl)c(OCC(=O)Nc2cc(S(=O)(=O)N3CCOCC3)ccc2N2CCCC2)c1 | -1.3 | 8.5
CCn1cc(/C=C(\NC(=O)c2ccccc2OC)C(=O)NCCCn2ccnc2)c2ccccc21 | -2.9 | 15.1
Cc1ccc(C(=O)Nc2ccc(Nc3ccccc3)cc2)cc1Br | 0.0 | 3.2
CC1CC(=O)NN=C1c1ccc(N)c([N+](=O)[O-])c1 (configuration not stated) | 2.4 | 83.2*
COc1ccc([C@H]2CC(=O)C=C(/C=C/c3ccc(C(F)(F)F)cc3)C2)cc1 | -1.0 | 6.9
FC(F)(F)c1cc(-c2ccccc2)nc(NC2CCCC2)n1 | -2.2 | 2.3
CCN1CCN(CC(=O)N2CCCC(C(=O)c3ccc(Oc4ccccc4)cc3)C2)CC1 (configuration not stated) | 0.6 | 12.6
c1ccc2nc3c(cc2c1)CCCCC3 | -1.0 | 15.7
Cc1cc(NC(=O)C2C3C(=O)N(Cc4ccc(Cl)cc4)C(C(=O)NC(C)(C)C)C34C=CC2(C)O4)no1 (configuration not stated) | -1.6 | 22.3
Cc1cc(S(=O)(=O)Nc2cccnc2)c(Cl)cc1Cl | 1.3 | 10.4
CC(C)(C)c1ccc(S(=O)(=O)NCC2CCCO2)cc1 (configuration not stated) | -0.5 | 9.5
COc1cccc(CC(CC(=O)O)C(=O)Nc2cc(C)ccc2C)c1 (configuration not stated) | 0.1 | 9.3
CCOc1ccc(-c2noc(CCCC(=O)NCC3CCCO3)n2)cc1OC (configuration not stated) | -2.0 | 19.9
COc1ccc(Nc2ncnc3c2c(C)c(C)n3CCCN(C)C)cc1 | -1.2 | 3.3
CNS(=O)(=O)c1cccc(C(=O)OCC(=O)NCCCc2ccccc2)c1 | 0.4 | -4.3
CC(C)(C)c1ccc(-c2nn(CCC#N)cc2/C=N/O)cc1 | 0.6 | 11.7
NC(=O)c1ccccc1NC(=O)CSc1nc2ccccc2c(=O)[nH]1 | -0.4 | 17.9
Cc1ccc(CS(=O)Cc2ccc(C(=O)NCc3ccccc3Cl)o2)cc1 (configuration not stated) | 0.9 | 4.9
CC(=O)Nc1ccc(CN2CCC(CO)(CCOc3ccccc3)CC2)cc1 | -0.5 | -0.9

Next section:
SMILES | STK33 inh | OX1R FRET antag
Cc1cccc(Oc2ccc(Cl)cc2N)c1 | 0.9 | 11.3
CC(C)(C)N1CC(C(=O)Nc2ccc(S(=O)(=O)N3CCCCC3)cc2)CC1=O (configuration not stated) | -0.4 | 13.3
COc1ccc(-c2nnc3ccc(SCC(N)=O)nn23)cc1OC | 0.6 | 15.3
COc1ccc2c(c1)[C@H]1[C@H](CO2)[C@H](c2ccccc2)[C@]2(C)C(=O)N(Cc3ccc(C)cc3)CC(=O)N12 | -0.1 | 14.4
COc1ccc(OC)c(NC2=C(Cl)C(=O)N(Cc3ccccc3)C2=O)c1 | -1.9 | 14.9
O=C(O)c1cccc(Cl)n1 | -1.5 | 13.6
C=CCn1c(=O)c2ccccc2n2c(SCC(=O)Nc3cc(C)on3)nnc12 | -2.1 | 5.6
CC(C)OCCCNC(=O)CN1C(=O)CSc2ccc(S(=O)(=O)N3CCCCC3)cc21 | 1.3 | 0.3
CC(C)(C)c1ccc(S(=O)(=O)NCc2ccccn2)cc1 | -1.5 | 33.2
COc1ccccc1C(=O)c1nc2ccccc2n1C | -0.7 | 10.1
O=C(COc1ccccc1)NCc1n[nH]c(=S)n1-c1ccccc1 | -0.5 | 6.0
COc1nc(NCc2ccco2)nc(N2CCC(C)CC2)n1 | -0.2 | 7.5
CC(C)(C)OC(=O)NCCCCCNC(=O)c1[nH]cnc1C(=O)Nc1ccc(Cl)cc1 | 1.4 | -1.4
CCc1ccc(OCCCC(=O)O)c(Br)c1 | 0.4 | 10.8
Cc1[nH]n2c(=O)c(C#N)c(-c3ccccc3)nc2c1-c1ccccc1 | -0.3 | 14.3
COc1cc2c3c(c1OC)C1(C=CC(=O)C=C1)CC3N(C(C)=O)CC2 (configuration not stated) | -0.8 | 28.3
COc1ccc(OCC(=O)Nc2c(Cl)ccc3nsnc23)cc1 | -0.8 | /
CCN1C(=O)OC2(CCCCC2)C1(C)O (configuration not stated) | -1.0 | 19.1
COc1cccc(OC)c1OCCN1CCCC1 | -1.9 | -3.2
CC(C)[C@H](NC(=O)c1ccccc1)C(=O)OCC(=O)Nc1ccc(Cl)cc1C(F)(F)F | 2.0 | 26.7
CCS(=O)(=O)N1CCC(C(=O)NCCCN2CCCCCC2)CC1 | -1.0 | -2.4
CN1CCN(C(=O)c2cc3cc(F)ccc3[nH]2)CC1 | -0.4 | /
O=C(N/N=C/c1ccccc1O)c1cc(=O)[nH]c2ccccc12 | 4.4 | 19.0
O=C(c1ccc(=O)[nH]c1)N1CCN(S(=O)(=O)c2cc(C(F)(F)F)ccc2Cl)CC1 | -1.5 | 17.4
CCc1cccc(NC(=O)C2CCCN(c3cnccn3)C2)c1 (configuration not stated) | / | 17.9

Next part
SMILES | STK33 inh | OX1R FRET antag
Cc1c(CN(C)C)c2c(n1C)C(=O)c1ccc(Br)cc1-2 | 1.5 | 58.5
O=C(NCCOc1ccc(F)cc1)c1ccccc1SCc1ccccc1 | -0.8 | 21.4
COc1ccc(-n2nc(C)c3onc(C)c3c2=O)cc1 | 0.1 | -6.2
CCN(CC)c1ccc(/C=N/NC(=O)Cc2ccc(OC)c(OC)c2)cc1 | -1.3 | 9.3
CCN(CC)c1ccc(/C=N/N2CCN(Cc3ccc(Cl)cc3)CC2)c(O)c1 | -1.6 | 2.1
CCCC(=O)Nc1ccccc1NC(=O)c1ccc(OCC)cc1 | -1.2 | 0.6
OCCN1CCN(CC(O)C(F)(F)F)CC1 (configuration not stated) | -0.8 | 1.8
COc1ccc2[nH]c3c(c2c1)CCN1C(=O)C(CC(=O)NCc2ccco2)C[C@H](C(=O)N(C(C)C)C(C)C)[C@@]31C (some centres not stated) | / | 18.4
O=C(CN(CCc1ccccc1)S(=O)(=O)c1ccc(Cl)cc1)N/N=C/c1ccccc1C(=O)O | -2.3 | 20.7
COc1ccccc1-c1nnc(SC2CCc3ccccc3NC2=O)s1 (configuration not stated) | -4.2 | 16.8
CCOc1ccc(C(=O)NCC(=O)OCC(=O)N2CCCC2)cc1 | -0.7 | 4.8
O=C(COC(=O)c1ccc2c(c1)S(=O)(=O)N=C1CCCCCN12)NCCc1ccc(F)cc1 | -1.6 | 15.5
C/C(=N/NC(=O)c1ccncc1)c1c[nH]c2ccccc12 | 1.4 | 7.1
O=C(CN1CCN(S(=O)(=O)N2CCCCC2)CC1)Nc1cc(Cl)cc(Cl)c1 | -1.0 | 1.5
O=C(CSc1nc(-c2ccccc2)c(-c2ccccc2)[nH]1)NCc1ccco1 | 2.3 | 24.7
COC(=O)c1c(NC(C)=O)sc(C(=O)Nc2ccccc2C)c1C | -0.8 | 3.8
Cc1ccc2nc(NC(=O)C3CCCN(S(=O)(=O)c4cccc5nsnc45)C3)sc2c1 (configuration not stated) | 0.8 | 56.6
COc1ccc(S(=O)(=O)N2CCCCC2)cc1NC(=O)c1ccc(=O)[nH]c1 | -1.6 | 6.5
CCC1CCC2(CC1)NC(=O)N(CC(=O)c1c(C)[nH]c3ccccc13)C2=O (configuration not stated) | 0.5 | 26.2
COc1ccc(CNC(=O)C(c2ccco2)N(Cc2cccs2)C(=O)Cc2cccs2)cc1 (configuration not stated) | -0.6 | 54.9
O=C(COc1ccccc1)NC1CCCN(Cc2ccccc2F)C1 (configuration not stated) | -0.1 | 7.9
CC1CN(CCCCSc2ccccc2)CC(C)O1 (configuration not stated) | -1.6 | 0.0
Cc1ccc(S(=O)(=O)NC2CCCCCC2)cc1C(N)=O | 0.2 | 14.6
Cc1cccc(C)c1NC(=O)c1cccc(COc2cc(Cl)ccc2Cl)c1 | -2.9 | 26.1
Cc1sc2nc(SCC(=O)C(C)(C)C)n(Cc3ccco3)c(=O)c2c1C | -0.4 | 5.1

(list continues)
SMILES | STK33 inh | OX1R FRET antag
Cc1ccccc1C(=O)N1CC(=O)Nc2ccc(F)cc2C1c1ccccc1 (configuration not stated) | -0.5 | -9.5
CC(C(=O)N1CCN=C1c1ccccc1)N1C(=O)c2ccccc2C1=O (configuration not stated) | -1.2 | 2.7
CCCCn1c(-c2cccs2)nc2nc3ccccc3nc21 | 0.3 | 13.8
CCC/C=N/NC(=O)c1cc(-c2ccccc2)nc2ccccc12 | 0.0 | 12.2
Cc1nnnn1-c1ccc(CC(=O)O)cc1 | -0.3 | 12.4
Cc1cc(C)c(C(=O)COC(=O)c2cccnc2Cl)c(C)c1 | -0.9 | 15.7
Cc1ccc2c(c1)-c1c(cnn1CC(=O)N(Cc1ccco1)C1CCCCC1)CO2 | 0.1 | 52.2*
CN(CC1CCN(CCc2cccc(C(F)(F)F)c2)CC1)C(=O)c1ccc(F)cc1F | -0.9 | 8.5
COc1cc(/C=N/c2oc(C)c(C)c2C#N)cc(Br)c1O | -2.2 | 4.2
CCCCCOC(=O)C1C2C=CC3(CN(c4ccccc4C)C(=O)C13)O2 (configuration not stated) | -1.5 | 2.2
O=C(CSc1nc2ccc(Cl)cc2o1)NCc1ccc2c(c1)OCO2 | -0.7 | 26.1
O=C(Nc1ccc(F)c(Cl)c1)Nc1ccc(Cl)cn1 | -0.9 | 9.0
COc1cc(/C=C/C(=O)OCC(=O)NC2CC2)cc(S(=O)(=O)N2CCc3ccccc32)c1OC | -0.6 | 38.4
O=C(O)/C=C/C(=O)NC1CCS(=O)(=O)C1 (configuration not stated) | -0.5 | -5.3
Cc1cc(-c2nn(-c3ccccc3F)cc2CN2CCN(c3ccccn3)CC2)c(C)s1 | -2.9 | 8.6
CSc1ncccc1C(=O)OCC(=O)Nc1ccc(N2CCOCC2)cc1 | 0.2 | 21.7
CCc1nc2ccc(C)cc2c(C(=O)Oc2cccc3cccnc23)c1C | -1.5 | 5.2
O=C(COc1ccc(S(=O)(=O)N2CCOCC2)cc1Cl)NCC1CCCO1 (configuration not stated) | -0.7 | 23.0
Cc1nc(-c2ccccn2)sc1C(=O)Nc1ccc(Cl)c(Cl)c1 | -1.3 | 25.5
Cc1nn(C)c(C)c1/C=C/C(=O)c1cccs1 | 6.8 | 46.4
CC1CCCN(c2ccc(C(=O)Nc3ccc4c(c3)OCO4)cc2[N+](=O)[O-])C1 (configuration not stated) | -0.2 | 58.2
COc1cc2c(cc1OC)[C@H](C)N(C(=S)Nc1ccc(F)cc1)CC2 | -1.2 | 6.9
C=CC[C@H](CC(=O)N(CCO)Cc1ccccc1)C(=O)NC[C@@H](OC(=O)[C@@H](CC=C)Cc1ccc(F)cc1)c1ccccc1 | 0.0 | 6.8
COc1cccc(CNS(=O)(=O)c2cc(Br)cc3c2N(C(C)=O)C(C)C3)c1 (configuration not stated) | 0.0 | 12.4
CCOC(=O)c1cc(/C(C)=N/OC(=O)c2ccc(C(C)(C)C)cc2)on1 | 1.0 | 4.2

15 compounds out of the list, sorted by SMILES length, descending:
SMILES | STK33 inh | OX1R FRET antag
COc1cc(/C=C/C(=O)OCC(=O)NC2CC2)cc(S(=O)(=O)N2CCc3ccccc32)c1OC | -0.6 | 38.4
CC1CCCN(c2ccc(C(=O)Nc3ccc4c(c3)OCO4)cc2[N+](=O)[O-])C1 (configuration not stated) | -0.2 | 58.2
CN(CC1CCN(CCc2cccc(C(F)(F)F)c2)CC1)C(=O)c1ccc(F)cc1F | -0.9 | 8.5
COc1cccc(CNS(=O)(=O)c2cc(Br)cc3c2N(C(C)=O)C(C)C3)c1 (configuration not stated) | 0.0 | 12.4
Cc1ccc2c(c1)-c1c(cnn1CC(=O)N(Cc1ccco1)C1CCCCC1)CO2 | 0.1 | 52.2*
CCOC(=O)c1cc(/C(C)=N/OC(=O)c2ccc(C(C)(C)C)cc2)on1 | 1.0 | 4.2
O=C(COc1ccc(S(=O)(=O)N2CCOCC2)cc1Cl)NCC1CCCO1 (configuration not stated) | -0.7 | 23.0
Cc1ccccc1C(=O)N1CC(=O)Nc2ccc(F)cc2C1c1ccccc1 (configuration not stated) | -0.5 | -9.5
CCc1nc2ccc(C)cc2c(C(=O)Oc2cccc3cccnc23)c1C | -1.5 | 5.2
O=C(CSc1nc2ccc(Cl)cc2o1)NCc1ccc2c(c1)OCO2 | -0.7 | 26.1
CCC/C=N/NC(=O)c1cc(-c2ccccc2)nc2ccccc12 | 0.0 | 12.2
O=C(Nc1ccc(F)c(Cl)c1)Nc1ccc(Cl)cn1 | -0.9 | 9.0
CCCCn1c(-c2cccs2)nc2nc3ccccc3nc21 | 0.3 | 13.8
O=C(O)/C=C/C(=O)NC1CCS(=O)(=O)C1 (configuration not stated) | -0.5 | -5.3
Cc1nn(C)c(C)c1/C=C/C(=O)c1cccs1 | 6.8 | 46.4

(continued)
SMILES | STK33 inh | OX1R FRET antag
NS(=O)(=O)c1ccc(NC(=S)NC(=O)/C=C/c2cccs2)cc1 | 0.8 | 17.6
Cc1[nH]c2ccc(C(=O)OCCN(C)C)cc2c1C | -0.7 | 15.0
Cc1nn(-c2ccccc2)c(Cl)c1C(=O)Nc1nnc(C2CCCCC2)s1 | 1.1 | 6.2
CC1(c2nnc(-c3cccc(Cl)c3)o2)CC(c2c(Cl)cccc2Cl)=NO1 (configuration not stated) | -0.5 | 17.5
CCc1ccccc1NC(=O)/C(C#N)=C\c1ccc(Sc2ccccc2)o1 | 0.6 | 8.8
OC(c1ccccc1)(c1ccccc1)C1CCN(C(=S)NC2CCCC2)CC1 | -0.4 | 12.8
CC(CC(=O)NCc1cccnc1)c1ccccc1 (configuration not stated) | -0.9 | 34.2
Cn1cccc1/C=N/NC(N)=S | 2.9 | 4.5
CCCCN(Cc1nc2ccccc2c(=O)[nH]1)C(=O)CN1C(=O)NC2(CCCCC2)C1=O | -0.7 | 9.1
